KDM5B inh = Primary screen for KDM5B Histone Demethylases FDH-coupled qHTS; KDM5B demethylase, FDH-coupled NADH fluorescence (FDH is formaldehyde dehydrogenase); Potency, µM (series often up to 57.7 µM), without a hit: top-dose activity change, negative = inhibition, hits mostly inhibitors; Lysine-specific demethylase 5B (Homo sapiens), Q9UGL1; 220,000 compounds, 2.6% hits; active means well fitted inhibition curve with a large enough effect; inconclusive means small, poorly fitted or top-dose-only effect; inactive means no such curve, though single readings can be large or run the other way; further: 0% is about no effect; nearly all actives have a fitted effect of over 70% in size
Target sequence (Q9UGL1 whole entry, looked up): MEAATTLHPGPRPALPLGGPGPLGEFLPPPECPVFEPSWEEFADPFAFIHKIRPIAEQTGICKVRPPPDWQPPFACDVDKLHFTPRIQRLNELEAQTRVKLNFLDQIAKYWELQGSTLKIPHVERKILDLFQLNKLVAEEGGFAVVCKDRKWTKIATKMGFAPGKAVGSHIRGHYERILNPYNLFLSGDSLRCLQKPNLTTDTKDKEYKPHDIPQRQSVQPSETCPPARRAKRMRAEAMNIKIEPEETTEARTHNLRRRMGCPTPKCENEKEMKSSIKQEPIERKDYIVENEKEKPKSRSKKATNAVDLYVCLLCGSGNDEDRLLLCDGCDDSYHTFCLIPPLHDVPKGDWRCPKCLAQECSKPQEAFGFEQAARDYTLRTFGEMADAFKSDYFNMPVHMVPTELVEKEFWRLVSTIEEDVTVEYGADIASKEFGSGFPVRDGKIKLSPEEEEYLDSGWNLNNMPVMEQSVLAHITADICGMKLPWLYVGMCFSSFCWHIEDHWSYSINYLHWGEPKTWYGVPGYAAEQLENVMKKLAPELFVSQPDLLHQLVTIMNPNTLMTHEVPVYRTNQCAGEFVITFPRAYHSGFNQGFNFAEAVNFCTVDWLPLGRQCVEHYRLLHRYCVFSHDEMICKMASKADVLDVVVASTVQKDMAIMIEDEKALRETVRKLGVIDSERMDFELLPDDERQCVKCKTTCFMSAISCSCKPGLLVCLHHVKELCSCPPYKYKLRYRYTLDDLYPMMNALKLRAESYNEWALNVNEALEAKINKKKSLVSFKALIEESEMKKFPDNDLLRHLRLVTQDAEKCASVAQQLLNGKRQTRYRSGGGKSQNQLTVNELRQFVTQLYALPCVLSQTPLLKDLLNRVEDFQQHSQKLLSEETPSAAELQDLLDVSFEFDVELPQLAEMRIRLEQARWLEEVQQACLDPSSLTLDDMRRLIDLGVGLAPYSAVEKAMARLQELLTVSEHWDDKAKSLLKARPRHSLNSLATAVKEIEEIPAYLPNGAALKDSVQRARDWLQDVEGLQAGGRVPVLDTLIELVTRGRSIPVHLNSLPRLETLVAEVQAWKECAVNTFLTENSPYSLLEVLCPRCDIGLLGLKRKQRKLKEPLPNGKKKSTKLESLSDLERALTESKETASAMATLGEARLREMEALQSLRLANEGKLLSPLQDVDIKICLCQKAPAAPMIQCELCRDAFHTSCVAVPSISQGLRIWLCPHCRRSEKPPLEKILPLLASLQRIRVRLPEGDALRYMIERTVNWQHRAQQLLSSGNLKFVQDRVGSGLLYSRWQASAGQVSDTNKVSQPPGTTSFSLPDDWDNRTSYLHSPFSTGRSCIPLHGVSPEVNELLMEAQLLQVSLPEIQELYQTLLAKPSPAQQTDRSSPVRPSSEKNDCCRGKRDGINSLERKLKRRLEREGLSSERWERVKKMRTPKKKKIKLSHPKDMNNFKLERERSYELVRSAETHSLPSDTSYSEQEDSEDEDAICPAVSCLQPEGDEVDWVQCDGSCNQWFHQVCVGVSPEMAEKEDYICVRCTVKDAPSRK
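qHTS format, multiple compound concentrations. Buffer 50 mM HEPES pH 7.5/0.01% Tween-20; 200 nM KDM5BΔAP final; 10 min compound preincubation; substrate-mix levels 12.5 µM peptide, 25 µM α-KG, 0.25 mM NAD⁺; 30 min RT; ΔRFU.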
Numbers without * were called inactive; u = inconclusive; & = joins results of further samples; [ ] = dose if it differs, or a comment. Potency means the concentration at half of the fitted maximal effect.

SMILES	KDM5B inh
CN1CCN(c2oc(-c3ccc(Cl)cc3)nc2C#N)CC1	u
COc1ccc(C(=O)Nc2ccc(-c3nc4cc(C)ccc4o3)c(O)c2)cc1	-6%
CCOc1ccc(NC(=O)CSC2=C(C#N)C(c3ccccc3Cl)C(C(C)=O)=C(C)N2)cc1 (stereo not drawn)	u
Brc1ccc(-c2cc3n(c2)CCc2ccccc2-3)cc1	u
Cc1ccc2oc3c(c(=O)c2c1)C(c1ccccc1F)N(CCCN(C)C)C3=O (stereo not drawn)	u
CC(C)CCCC(C)NC(=O)CCNC(=O)c1ccccc1 (stereo not drawn)	28%
C[C@@]1(O)CCN(Cc2cccc(F)c2F)C[C@H]1N1CCCC1	-28%
Cl/C(=N\Nc1c(Cl)cc(Cl)cc1Cl)c1ccccc1	22%
CC(C)CCN1CCC(N2CCN(S(=O)(=O)c3ccc(CC(C)C)cc3)CC2)C1=O (stereo not drawn)	-26%
CN(C)CCNC1CCCCC1	7%
COc1cc(=O)n2c(c1C(=O)Nc1cc(C)ccc1C)CCCC2	-15%
COc1ccc(OC)c(C2CC(=O)c3c([nH]c(C(=O)OCC4CCCCC4)c3C)C2)c1 (stereo not drawn)	-8%

Of the compounds above, these contain a cyano group.
SMILES	KDM5B inh
CN1CCN(c2oc(-c3ccc(Cl)cc3)nc2C#N)CC1	u
CCOc1ccc(NC(=O)CSC2=C(C#N)C(c3ccccc3Cl)C(C(C)=O)=C(C)N2)cc1 (stereo not drawn)	u

Returning to the listing with the four entries that preceded the break.
SMILES	KDM5B inh
CC(C)CCN1CCC(N2CCN(S(=O)(=O)c3ccc(CC(C)C)cc3)CC2)C1=O (stereo not drawn)	-26%
CN(C)CCNC1CCCCC1	7%
COc1cc(=O)n2c(c1C(=O)Nc1cc(C)ccc1C)CCCC2	-15%
COc1ccc(OC)c(C2CC(=O)c3c([nH]c(C(=O)OCC4CCCCC4)c3C)C2)c1 (stereo not drawn)	-8%
COc1cc2c(cc1OC)CN(Cc1cc(=O)c(OCc3c(Cl)cccc3Cl)co1)CC2	-14%
CC(Cn1cncn1)NCc1cc(=O)c2cc(F)ccc2[nH]1 (stereo not drawn)	48%[activator]
O=C1NC2(CCN(C(=O)c3cccnc3)C2)N=C1c1cccnc1 (stereo not drawn)	u
COc1ccccc1C(=O)Nc1ccc2nc(SCC(=O)N3CCCc4ccccc43)sc2c1	u
Cc1c(C(=O)Nc2cccc(-c3nc4ccccc4s3)c2)oc2ccccc12	u
COc1ccc(Oc2c(C)oc3cc(OC(=O)N4CCOCC4)ccc3c2=O)cc1	9%
O=C(Nc1ccccc1)O[C@@H]1CO[C@H]2[C@@H]1OC[C@@H]2NC(=O)C1CCCCC1	-30%[86.2 µM]
CCN(C(=O)c1cc2c(=O)n3cccc(C)c3nc2s1)c1ccc(C)c(C)c1	-29%
CC(C(=O)N1CCCN(c2cc(-c3ccccc3)[nH]n2)CC1)c1ccccc1 (stereo not drawn)	u
O=C(Cc1ccc(F)cc1)NCC1CCN(Cc2cccs2)CC1	27%
Cc1cccc(C(=O)Nc2sc3c(c2C(=O)Nc2ccccc2)CCC3)c1	-10%
CCOc1cc(=O)n2c(c1C(=O)Nc1ccc(C)cc1C)CCCC2	10%
Cc1ccc(NC(=O)Cn2nc(C(F)(F)F)c3c2CCC3)cc1C	5%
Cc1cccc(CC(=O)N2CCC[C@H]2c2nc(-c3ccccc3)no2)c1	-13%
COc1ccc(CN2Cc3[nH]cnc3C[C@H]2c2nc(-c3ccc(C(F)(F)F)cc3)no2)cc1	u
O=C(Cc1ccccc1F)NCCc1noc(C2CC2)n1	-14%
C=CCN(CC=C)C(=O)Nc1cccc(C(=O)NCC)c1	-17%
Cc1cccc(NC(=O)C2CCCN2c2ncnc3ccccc23)c1C (stereo not drawn)	-9%
CN(CCc1ccccn1)[C@H]1[C@@H]2OC[C@@H](O2)[C@@H](NCc2ccncc2)[C@@H]1O	u
CN1CCC(NC(=O)c2n[nH]c3c2CN(C(=O)c2ccccc2)CC3)CC1	-5%
O=C(CSc1nc2ccccc2c(=O)n1CCC(=O)NC1CCCCC1)Nc1ccccc1Cl	-10%
COc1ccccc1CCNC(=O)c1sc(NCC(C)C)nc1C	21%
CCC(C)(C)NC(=O)CCc1ccc(C#N)cc1	23%
Cn1c(=O)c2c(nc(N3CCOCC3)n2Cc2cccc(C(F)(F)F)c2)n(C)c1=O	20%
COc1ccc(-c2cc3nc(C)c(CCC(=O)Nc4ccc5c(c4)OCO5)c(C)n3n2)c(OC)c1	u
COCCN1Cc2ccc(Nc3ccc(OC)cc3)nc2C(C)(C(=O)Nc2ccccc2)C1 (stereo not drawn)	32µM*
COc1ccc(-c2nc3n(c(=O)c2C#N)CCS3)c(OC)c1	u
Brc1ccc(-c2nc(-c3ccccn3)no2)o1	-18%
O=C(Nc1cccc(C(F)(F)F)c1)c1c(-c2ccc(F)cc2)nc2n1CCS2(=O)=O	-21%
Cc1ccc(-n2cccc2)cc1C	15%
O=C(c1ccoc1)N1CC(Oc2ccc(-c3nc(-c4ccccc4)no3)cc2)C1	-1%
CCn1nc(C)c(CNC(=O)[C@@H]2C[C@@H](O)CN2C2CCN(C(=O)c3cccc(OC)c3)CC2)c1C	-17%
COc1ccc(CNC(=O)c2cn3ccnc(-c4ccccc4)c3n2)cc1OC	-24%
CN1CCC(N2C[C@@H]3C[C@H]2C(=O)N(CC2CC2)c2ccccc2O3)CC1	1%[86.2 µM]
O=C(O)c1cnc(-c2cc(NCc3ccccn3)nc3[nH]ccc23)c(Cl)c1	u
Cc1ccc(-c2cc3c(SCC(=O)N4CCN(c5ccccc5F)CC4)nccn3n2)cc1	-4%
CCOC(=O)C(NC(=O)c1ccccc1)C(=O)OCC	30%
Cc1cc(C(=O)CSc2ncnc3ccccc23)c(C)n1CC(F)(F)F	-11%
CCN(C(=O)c1cnc(N2CCOCC2)c2ccccc12)c1cc(C)ccc1C	u
Cc1ncsc1CCNC(=O)c1cn(CCC2CCCCN2)nn1 (stereo not drawn)	14%
CCCCN(CC)c1ccc(NS(=O)(=O)c2cccs2)cc1C(=O)O	15%
CCC(C)NC(=O)C1(O)c2ccccc2NC(=O)N1c1ccc(C)c(C)c1 (stereo not drawn)	15%
O=C(Cc1ccsc1)N1CCC2(CCCN(CC3CCC3)C2=O)C1 (stereo not drawn)	-17%
O=S(=O)(c1ccc(Cl)cc1)c1nnn2c1nc(NCc1cccs1)c1sccc12	-5%
CC(=O)Nc1ccc(S(=O)(=O)Nc2ccccc2N2CCOCC2)cc1Cl	6%
COc1ccc(S(=O)(=O)Oc2cc(C(=S)N3CCOCC3)ccc2OC)cc1	17%
Cc1ccccc1S(=O)(=O)N1CCCC2(C1)Nc1cccnc1NC2=NC1CCCC1 (stereo not drawn)	u
Cc1nn(CC(=O)Nc2nc3ccc(F)cc3s2)c(=O)c2ccccc12	4%
c1cc(CN2CCOC[C@H]2c2ncc(-c3ccncc3)[nH]2)ccn1	-36%[86.2 µM]
Cc1nn(C)c(C)c1C(C)NC(=O)CCc1ccc2c(c1)CN(C(=O)NC(C)C)CCO2 (stereo not drawn)	7%
COc1ccc(Cl)cc1NC(=O)C1CCCN(c2ncnc3onc(C)c23)C1 (stereo not drawn)	4%
COc1ccc(NS(=O)(=O)c2ccc3[nH]c4c(c3c2)CCCCC4)cc1	u
CC(C)CN1CCNC(=O)C1CC(=O)NCCCN1CCCc2ccccc21 (stereo not drawn)	-16%
O=S1(=O)c2c(cccc2N2CCSCC2)Oc2ccccc2CN1Cc1cn(Cc2ccc(Cl)cc2)nn1	u
CCc1ccc(-n2c(C)nc3cc(C(=O)NCCc4ccccc4)ccc32)cc1	-12%
Cc1cc(C)nc(SCC(=O)Nc2ccccc2C(N)=O)n1	5%
O=C(Nc1ccc(Cl)c(Cl)c1)Nc1ccccn1	26%
Cc1cc(C(=O)N2CCC3(CC2)NCCc2c3[nH]c3ccccc23)nn1C	u
COCC1CN(C(=O)c2sccc2C)CC12CCOCC2 (stereo not drawn)	-15%
CC(=O)N1CCN(c2ccc(NC(=O)C3(c4ccccc4)CCCC3)cc2)CC1	1%
The results go on:
SMILES	KDM5B inh
Cc1cc(C)cc(NC(=O)Cn2c(=O)n(C(C)C)c(=O)c3oc4ccccc4c32)c1	-1%
Cc1nc(NCc2ccc(N3CCCC3=O)cc2)cc(C2CC(O)C2)n1 (stereo not drawn)	-10%
O=C(Cn1cc(S(=O)(=O)c2ccc(F)cc2)c(=O)c2cc3c(cc21)OCO3)Nc1ccccc1	u
CCn1c(C2CCCN(C(=O)Cc3c[nH]c4ccccc34)C2)nn(C)c1=O (stereo not drawn)	7%
CC1(COc2ccc3[nH]ccc3c2)COc2ccc(C(=O)NCc3ccco3)cc2N1 (stereo not drawn)	u
O=C1N[C@H](CC(=O)N2CCN(Cc3ccccc3)CC2)C(=O)Nc2ccccc21	12%
Cc1ccc(Cc2nc3ccccc3nc2SCC(=O)N2CCCCC2)cc1	u
COc1ccc(OC)c(NC(=O)N2CCN(S(=O)(=O)c3ccc4c(ccn4C)c3)CC2)c1	u
Cc1cccc(C(=O)N2CCCN(c3nnc4ccccn34)CC2)c1	28µM*
O=C(NC(=S)Nc1ccccn1)c1cccc([N+](=O)[O-])c1	4%
CC(C)NC(=O)CNC(=O)c1cc2cc(F)ccc2[nH]1	u
O=C1NC[C@H]2CN(Cc3ccc(C(F)(F)F)cc3)CCN12	u
CN(C)S(=O)(=O)c1ccc(N2CCCC2)c(C(=O)N2CCN(S(=O)(=O)c3ccc(F)c(F)c3)CC2)c1	15%
Cc1ccccc1CN1C[C@@H]2[C@H](C1)N(Cc1ccccc1)C(=O)C(C)(C)[S+]2(=O)[O-]	-3%[86.2 µM]
CCCOc1ccc(CNC(=O)CCCN2C(=O)CSc3c2c(C)nn3-c2ccccc2)cc1	7%
O=[N+]([O-])c1cccc(-c2noc([C@@H]3Cc4nc[nH]c4CN3)n2)c1	4%&-12%[86.2 µM]
Cc1ccc(N(C(C)C(=O)N2CCCCCC2)S(C)(=O)=O)cc1 (stereo not drawn)	11%
Cc1ccc(S(=O)(=O)NCC(=O)OCCOc2ccccc2F)cc1	14%
CC(=O)Oc1ccc2c(=O)c(Oc3ccc(F)cc3)c(C(F)(F)F)oc2c1	-9%
CC1CCC2(CC1)NC(=O)N(CC(=O)NC(C)c1ccc(F)c(F)c1)C2=O (stereo not drawn)	-13%
CCNC(=S)Nc1ccc(F)c(Cl)c1	11%
COc1ccc(CNC(=O)CSc2nnc3c(n2)[nH]c2ccc(OC)cc23)cc1	9%
O=C(NC1CCCN(c2cc(-c3ccc(F)cc3)[nH]n2)C1)c1ccc(C(F)(F)F)cc1 (stereo not drawn)	u
Cn1c(COc2cc(Cl)ccc2Cl)n[nH]c1=S	u
CCn1nc(C(=O)Nc2ccc3nc(C)sc3c2)c2ccccc2c1=O	9%
CCOc1ccc(NC(=O)Cn2c(=O)oc3cc(S(=O)(=O)NC4CCCC4)ccc32)cc1	-11%
O=C(NCc1ccc(Cl)cc1)c1c[nH]c2cccnc12	u
Cn1cc(C(=O)N2CCN(CC(=O)N3CCCC3)CC2)c2ccccc21	6%
O=C(Nc1ccc(Cl)cn1)Nc1ccccc1Cl	-1%
Cc1ccccc1NC(=O)C1CCN(C(=O)c2ccc(F)cc2)CC1	-3%
CNC(=O)[C@@H]1CN(C(=O)c2ccc(F)cc2Cl)C[C@H]1COC	16%
CN(C)C[C@@H]1CN(c2ccncn2)C[C@H]1NC(=O)COc1ccc(F)cc1	16%
Cc1ncsc1C(=O)NCCc1cccs1	11%
Fc1ccc(-c2nc(-c3ccccc3)c(-c3ccc(F)cc3)o2)cc1	-15%
CC(=O)Nc1ccc(CNC[C@H]2COCc3nc4cc(C)ccc4n32)cc1	0%[86.2 µM]
COc1ccc(C2CCCCCN2C(=O)CCn2ncc(=O)c3ccccc32)cc1 (stereo not drawn)	-8%

Looked up above:
Reading for C[C@@]1(O)CCN(Cc2cccc(F)c2F)C[C@H]1N1CCCC1 under KDM5B inh: -28%
Reading for O=C1N[C@H](CC(=O)N2CCN(Cc3ccccc3)CC2)C(=O)Nc2ccccc21 under KDM5B inh: 12%

Following part.
SMILES	KDM5B inh
Cc1ccccc1Nc1sc(C(=O)c2ccccc2)c(N)c1C(=O)NCc1ccc(Cl)cc1	u
COc1ccc(NC(=O)NCC2CCN(CCc3ccc(F)cc3)CC2)cc1OC	5%
O=C(Nc1ccc(F)c(F)c1)C1CCCN1S(=O)(=O)c1ccc(F)cc1 (stereo not drawn)	-13%
CCOC(=O)c1cc(S(=O)(=O)Nc2c(C)cc(C)cc2C)[nH]n1	-28%
O=C(Nc1ccccc1)[C@@H]1C[C@@H](c2cccc(C(F)(F)F)c2)N(CC2CCOCC2)C1	u
CCC(Cn1nnc2ccccc2c1=O)NC(=O)Nc1cccc(Cl)c1 (stereo not drawn)	11%&-20%
CCOC(=O)c1ccc(NC(=O)Cn2nc3c4ccccc4n(Cc4cccc(F)c4)cc-3c2=O)cc1	11%
O=C(c1c(F)cccc1F)N(Cc1cccc2[nH]ccc12)C1CC1	-9%
O=C(CCn1nc(-c2ccccc2)c2ccccc2c1=O)NCc1ccccc1	-6%

6 compounds out of the list above, sorted by the number in KDM5B inh, high to low:
Molecule	KDM5B inh
CCOC(=O)c1ccc(NC(=O)Cn2nc3c4ccccc4n(Cc4cccc(F)c4)cc-3c2=O)cc1	11%
COc1ccc(NC(=O)NCC2CCN(CCc3ccc(F)cc3)CC2)cc1OC	5%
O=C(CCn1nc(-c2ccccc2)c2ccccc2c1=O)NCc1ccccc1	-6%
O=C(c1c(F)cccc1F)N(Cc1cccc2[nH]ccc12)C1CC1	-9%
O=C(Nc1ccc(F)c(F)c1)C1CCCN1S(=O)(=O)c1ccc(F)cc1 (stereo not drawn)	-13%
CCOC(=O)c1cc(S(=O)(=O)Nc2c(C)cc(C)cc2C)[nH]n1	-28%

The list is partial; rates above refer to the full screens.
